# Htt clearance: mutant huntingtin protein clearance; HeLa Exon1htt(103Q)mCFP, aggregate imaging; zero = plate's median compound well; inhibition, % at 1.5 µM; 47,000 tested, 0.42% active;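 active means inhibition of aggregate fluorescence above about 70%, also judged a hit by eye on the cell image, limit read from the data, passing the limit was not always enough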;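 further: cells exposed to compound for three days before fixation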
# Htt clearance grain fraction: further read-out of Htt clearance, marked with its call; fraction fluorescence in grains; measured here: aggregate grain fluorescence fraction; stronger effect = lower value;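 scaled fraction of total cell fluorescence in grains with unit not stated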
# Active calls of the source: *. This is a subset; the hit share may differ from the screen's.
SMILES,Htt clearance,Htt clearance grain fraction
COc1ccc(OC)c(S(=O)(=O)N(C)CC(=O)N2CCN(c3ccc(F)cc3)CC2)c1,-11.0,18.6
O=c1c2ccccc2nnn1CSc1nnc2sc3ccccc3n12,-13.4,22.9
CCn1nnnc1SCC(=O)NC1CCCC1,-21.5,48.8
CC(C)CCn1c(Oc2ccc(Cl)cc2)nc2c1c(=O)n(C)c(=O)n2C,-4.6,39.5
CCc1cccc(C)c1NC(=O)c1cc(C)oc1C,-36.7,25.2
CCCCNC(=O)c1sc(=S)n2c1[nH]c(=O)c1ccccc12,-17.2,39
NNC(=O)c1cnn(Cc2ccccc2)c1N,11.9,15.8
Cc1ccc(S(=O)(=O)C2(C(=O)N3CCCCCC3)CC2)cc1,47.3,8.89
O=C(Cn1cc(C(=S)N2CCOCC2)c2ccccc21)N1CCOCC1,-6.8,17.9
CN(c1ccccc1)S(=O)(=O)c1ccc(C(=O)Nc2nnc(-c3ccc(F)cc3)o2)cc1,-3.9,18.1
N#Cc1nc(Cc2ccccc2)oc1NCCc1ccccc1,-2.7,18.7
Cn1c(=O)c2c(nc(N3CCOCC3)n2CCCNC2=NCCC2)n(C)c1=O,-87.6,70.5
C=COCCn1c(-c2nonc2N)nc2ccccc21,-34.4,29.7
CCCCc1ccc(C2C(C#N)=C(N)SC(N)=C2C#N)s1,35.7,23.2
N#Cc1nc(COc2ccc(Cl)cc2)oc1N1CCCC1,-26.7,42.1
CC1(C)Cc2c(c(=S)nc(-c3ccccc3)n2CCO)CO1,10.5,17
COC(=O)CSc1nnc(CNC(=O)Cc2ccccc2)n1-c1ccccc1OC,-0.8,19.3
Cc1cc(C)cc(NC(=O)N2CCC(NC(=O)c3ccccc3C)CC2)c1,59.8,7.54
Cc1cc(C)nc(NC(=O)c2cnc3sccn3c2=O)n1,-45.0,44.8
CCC(C)N(CCNC(=O)CC1Oc2ccccc2NC1=O)C1CCCCC1 (centres undefined),54.0,20.8
Cc1ccc(O)c(C2=NOC(O)(C(F)(F)F)C2)c1 (centres undefined),-13.1,42.6
CCc1cc(Br)ccc1NC(=O)C1CCCO1 (centres undefined),62.6,7.36
Cc1ccc(C(=O)CC(C(=O)O)n2ccc(C)n2)cc1 (centres undefined),-41.3,29
Cc1ccc(N=Nc2c(=O)[nH]n3c(C)cc(C)nc23)cc1,32.8,25.3
NC(=O)c1ccccc1NC(=O)CN1CCOCC1,-5.8,17.6

# No new results follow: 24 of the compounds above.
SMILES,Htt clearance,Htt clearance grain fraction
COc1ccc(OC)c(S(=O)(=O)N(C)CC(=O)N2CCN(c3ccc(F)cc3)CC2)c1,-11.0,18.6
O=c1c2ccccc2nnn1CSc1nnc2sc3ccccc3n12,-13.4,22.9
CCn1nnnc1SCC(=O)NC1CCCC1,-21.5,48.8
CC(C)CCn1c(Oc2ccc(Cl)cc2)nc2c1c(=O)n(C)c(=O)n2C,-4.6,39.5
CCc1cccc(C)c1NC(=O)c1cc(C)oc1C,-36.7,25.2
CCCCNC(=O)c1sc(=S)n2c1[nH]c(=O)c1ccccc12,-17.2,39
NNC(=O)c1cnn(Cc2ccccc2)c1N,11.9,15.8
Cc1ccc(S(=O)(=O)C2(C(=O)N3CCCCCC3)CC2)cc1,47.3,8.89
O=C(Cn1cc(C(=S)N2CCOCC2)c2ccccc21)N1CCOCC1,-6.8,17.9
CN(c1ccccc1)S(=O)(=O)c1ccc(C(=O)Nc2nnc(-c3ccc(F)cc3)o2)cc1,-3.9,18.1
N#Cc1nc(Cc2ccccc2)oc1NCCc1ccccc1,-2.7,18.7
Cn1c(=O)c2c(nc(N3CCOCC3)n2CCCNC2=NCCC2)n(C)c1=O,-87.6,70.5
C=COCCn1c(-c2nonc2N)nc2ccccc21,-34.4,29.7
CCCCc1ccc(C2C(C#N)=C(N)SC(N)=C2C#N)s1,35.7,23.2
N#Cc1nc(COc2ccc(Cl)cc2)oc1N1CCCC1,-26.7,42.1
CC1(C)Cc2c(c(=S)nc(-c3ccccc3)n2CCO)CO1,10.5,17
COC(=O)CSc1nnc(CNC(=O)Cc2ccccc2)n1-c1ccccc1OC,-0.8,19.3
Cc1cc(C)cc(NC(=O)N2CCC(NC(=O)c3ccccc3C)CC2)c1,59.8,7.54
Cc1cc(C)nc(NC(=O)c2cnc3sccn3c2=O)n1,-45.0,44.8
CCC(C)N(CCNC(=O)CC1Oc2ccccc2NC1=O)C1CCCCC1 (centres undefined),54.0,20.8
Cc1ccc(O)c(C2=NOC(O)(C(F)(F)F)C2)c1 (centres undefined),-13.1,42.6
CCc1cc(Br)ccc1NC(=O)C1CCCO1 (centres undefined),62.6,7.36
Cc1ccc(C(=O)CC(C(=O)O)n2ccc(C)n2)cc1 (centres undefined),-41.3,29
Cc1ccc(N=Nc2c(=O)[nH]n3c(C)cc(C)nc23)cc1,32.8,25.3

# Continuation:
SMILES,Htt clearance,Htt clearance grain fraction
CN1CCN(CCCNC(=O)c2cc3c(-c4ccc(Cl)cc4)nn(C)c3s2)CC1,-69.7,84.3
O=C(NC1CCCCC1)C(c1ccco1)N(Cc1cccs1)C(=O)Cn1nnc2ccccc21 (centres undefined),35.1,11.8
O=C(O)CCc1ccc(-c2ccc(F)cc2)n1NC(=O)c1ccco1,-94.2,72.5
CC(=O)C1C(=O)CC(C)(O)C(C(C)=O)C1c1ccc(N(C)C)cc1 (centres undefined),65.1,5.64
CCC(NC(=O)c1ccccc1NC(=O)c1ccco1)C(=O)NC1CCCCC1 (centres undefined),-11.0,40.3
O=C(CSc1nnnn1C1CCCC1)NCc1ccccc1,-99.9,77.3
COc1ccc(S(=O)(=O)N2CCCC(C(=O)Nc3ccc(NC(=O)c4ccccn4)cc3)C2)cc1 (centres undefined),49.3,17.3
O=C1CCCc2c1[nH]c1c(Br)cccc21,-44.3,27.6
CC(C)(C)NC(=O)Cn1nnc(-c2ccccc2NC(=O)c2ccco2)n1,-10.7,19.7
Cc1ccc(S(=O)(=O)N2CCN(S(=O)(=O)N(C)C)CC2)cc1,-7.2,20.8
N#Cc1nc(-c2ccco2)oc1NCc1ccco1,27.8,14.1
Cc1nc2sc3c(c2c(=O)o1)CCC3,-24.0,57.4
CCOC(=O)C(CC(=O)O)N1CCCCC1 (centres undefined),24.8,27.6
CCCn1c(=NC(C)=O)c(C(=O)OCC)cc2c(=O)n3ccccc3nc21,-74.2,67.9
Cc1nc2c(Cl)cc(Cl)cc2[nH]1,0.7,37.4
Cc1cc(NC(=O)c2cc(-c3ccco3)on2)nn1Cc1ccc(Cl)cc1,-13.1,24.8
Cc1onc(-c2ccccc2)c1C(=O)Nc1cccc2nsnc12,-53.2,27.9
O=C(CCCN1C(=O)CCC1=O)Nc1ccc2c(c1)OCO2,-58.4,30.3
COc1ccc2c(C)cc(=O)[nH]c2c1,64.9,6.53
Cc1ccc(-n2nnnc2SCC(=O)c2c(N)n(CC(C)C)c(=O)n(C)c2=O)cc1,23.5,27.2
CCOC(=O)c1c(C)n(CCO)c2ccc(O)cc12,-8.4,19.8
Cc1cccc(N2C(=O)CN=C2Nc2nc(C)cc(C)n2)c1,-41.4,26.3
COC(=O)CSC1=C(C#N)C(c2ccccc2)CC(=O)N1 (centres undefined),43.1,11
CC(=O)Nc1ccc(S(=O)(=O)NCc2csc(-c3cccnc3)n2)cc1,-25.7,23.3
COC(=O)c1c(NC(=O)CN2CCC(C(N)=O)CC2)c2c(C)cccc2n1C,27.7,27.1

# (listing goes on)
SMILES,Htt clearance,Htt clearance grain fraction
CC(=O)NC(C)(C)C1CC=C(C)/C(=N\O)C1 (centres undefined),-35.9,57.7
Cc1cc(C)c(O)c(-c2cc(C(=O)Nc3ccc(S(=O)(=O)N4CCOCC4)cc3)[nH]n2)c1,21.6,26.7
CC(C)(C)c1cc(C(=S)N2CCN(CCO)CC2)cc(C(C)(C)C)c1O,-81.3,34
C=CC[n+]1c(-c2ccc(OC)c(OC)c2)csc1NNC(=O)Nc1ccccc1,15.5,30.2
C=CCn1c(NCCc2ccccc2)nc2c1c(=O)n(C)c(=O)n2C,-61.0,28.6
O=C(Cn1c(=O)oc2ccccc21)c1ccccc1,6.8,18.4
CC(C)(C)OC(=O)N[C@H](Cc1ccccc1)C(=O)N1CCC(C(=O)O)CC1,28.2,26.4
O=C(CSc1nnc(Cn2cnc3ccccc32)o1)Nc1cccc2ccccc12,14.3,34
CC1(C)Cc2cccc(OCC(O)CN3CCN(c4ccccn4)CC3)c2O1 (centres undefined),26.2,13.1
c1ccc(N2CCN(c3ncnc4c3oc3ccccc34)CC2)cc1,-26.5,25.9
CC(C)OC(=O)N(C)c1ccc(C(O)(C(F)(F)F)C(F)(F)F)cc1,75.7*,4.72*
CCOC(=O)NCc1ccc(Cl)c(Cl)c1,-56.8,28.9
Cc1nc(N)c(C#N)c(-c2cccnc2)c1C,44.3,10.8
COc1ccc(N2CCN(CCCNC(=O)c3cc4sccc4n3C)CC2)cc1,-1.0,36.6
CC(=O)c1ccc(OC(=O)c2ccc(Br)o2)cc1,-7.9,36.8
COc1cccc(OC)c1C(=O)NNC(=O)c1cccc(COc2ccc3c(c2)CCC3)c1,22.4,30.1
CCCCN(C(=O)NC(=O)Nc1ccccc1OCC)S(C)(=O)=O,5.6,20.7
COc1ccc(Nc2ncccc2C(=O)O)cc1,-4.7,20.6
O=C(c1ccco1)N1C2C=CC(C2)C1(C(F)(F)F)C(F)(F)F (centres undefined),22.3,28.2
CCCN1C/C(=C/c2cccc([N+](=O)[O-])c2)C(=O)/C(=C/c2cccc([N+](=O)[O-])c2)C1,63.4,16.1
CCCCNC(=O)NC1C(NC(=O)NCCCC)N(C)C(=O)N1C (centres undefined),-44.1,29.8
CCOc1ccc(Cn2nnc(C(=O)Nc3cc(OC)cc(OC)c3)c2N)cc1,-31.3,63.5
CCN(CC)c1ccc(NC(=O)CSc2nnc(N)s2)cc1C,11.9,42.6
COc1cccc(-c2nc(-c3ccccn3)no2)c1OC,54.1,8.06
COc1ccc(CNC(=O)CN(C(=O)CCC(=O)Nc2ccccn2)c2ccccc2OC)cc1,-26.2,42.9

# Additional structures follow.
SMILES,Htt clearance,Htt clearance grain fraction
Cc1ccccc1NC(=O)CN(c1ccc(F)cc1)S(C)(=O)=O,-12.9,19.8
CN1CC[n+]2c(CN3C(=O)c4ccccc4C3=O)csc21,-14.6,42.2
Cc1ccc(C(=O)Nc2ccccc2C(=O)NC2CCCCC2)cc1S(=O)(=O)N1CCOCC1,19.6,14.5
CCCN1C(=O)SC(CC(=O)Nc2ccc(C)cc2)C1=O (centres undefined),44.5,10.4
O=C(Nc1c2c(nn1-c1ccc(F)cc1)CS(=O)C2)C12CC3CC(CC(C3)C1)C2 (centres undefined),-72.9,29.1
COc1ccc(N2CCN(C(=O)C34CCC(C)(C(=O)C3)C4(C)C)CC2)cc1 (centres undefined),-66.7,36.8
CN1CCN(C(=O)c2cc(Cl)ccc2Cl)CC1,-38.1,27.9
C=CCNC(=O)c1cc2c(C(F)(F)F)nn(C)c2s1,-39.5,29.9
CCOC(=O)c1cnc(SC)nc1Oc1cccc(NS(=O)(=O)c2ccc(C)cc2)c1,-36.3,55.5
CCOc1ccc(N2CC(C(=O)Oc3ccccc3)CC2=O)cc1 (centres undefined),43.7,19.2
O=C1NCCCN1Cc1ccc(F)cc1,5.2,29.2
COc1cccc(CN2CCSCC2)c1,-36.8,24.3
O=C(C1CCCN1S(=O)(=O)c1ccc(Cl)cc1)N1CCOCC1 (centres undefined),-20.8,21.7
O=C(Nc1nc2ccc(S(=O)(=O)N3CCCCC3)cc2s1)c1cccnc1,7.8,21.6
CNC(=O)OCc1cccc(COC(=O)NC)n1,52.2,18.4
CCOC(=O)Nc1ccc(S(=O)(=O)Nc2cc(C)on2)cc1,17.2,16
Cc1nnc(N2C(=O)C(O)=C(C(=O)c3ccco3)C2c2ccc(C(C)(C)C)cc2)s1 (centres undefined),-10.4,20.7
COC(=O)CSc1nnc(-c2ccc(S(=O)(=O)N3CCCCC3)cc2)o1,-31.9,27.3
COc1ccccc1NC(=O)C1C2C=CC(O2)C1C(=O)O (centres undefined),-66.0,34.8
Cc1cccc(/N=C/c2c(O)[nH]c3ccccc23)n1,-8.0,41.5
Cc1cc(NCCCN(C)C)n2nc(-c3cccs3)cc2n1,-88.0,33.5
CCc1nnc(NC(=O)CCN2C(=O)c3ccccc3C2=O)s1,21.7,27.9
O=c1[nH]c(CSc2nnc(COc3ccccc3)n2-c2ccccc2)nc2ccccc12,-26.5,24.8
O=C(Nc1ccon1)c1ccc(Cl)s1,6.1,19.3
Nc1ccc2c(c1)-c1ccccc1S(=O)(=O)N2,6.8,31.7

# The list continues.
SMILES,Htt clearance,Htt clearance grain fraction
Cc1cccc(-n2c(SCc3cc(=O)n4ccsc4n3)nc3ccccc32)c1,-15.6,53.5
COc1ccc(C(=O)Nc2cccc(-c3nnc(-c4ccco4)o3)c2)cc1,-34.0,26.2
O=C1c2ccccc2-c2onc3ccc(Oc4ccccc4)c1c23,-5.5,21.7
O=C(Nc1cccnc1)c1c(F)c(F)c(F)c(F)c1F,44.7,10.2
CCCCCCCC1CC(CSc2ncn[nH]2)OC1=O (centres undefined),-56.6,27.5
O=C(C1c2ccccc2C(=O)N2CCc3ccccc3C12)N1CCN(Cc2ccccc2)CC1 (centres undefined),27.6,22.2
CCOC(=O)C1Cn2c(nc3c(c2=O)C(C)(CC)Cc2ccccc2-3)S1 (centres undefined),15.7,15.1
CCc1cc(C(=O)c2ccccc2OC)c(N)s1,-28.5,42.1

# Full records, quoted from the list. Order of values: Htt clearance, Htt clearance grain fraction
# Entry for Cc1cccc(-n2c(SCc3cc(=O)n4ccsc4n3)nc3ccccc32)c1 → -15.6, 53.5
# Entry for O=C(C1c2ccccc2C(=O)N2CCc3ccccc3C12)N1CCN(Cc2ccccc2)CC1 (centres undefined) → 27.6, 22.2

# Source: PubChem BioAssay (Columbia University Molecular Screening Center)
